Screens (PubChem)
CHRM1 antagonist = human M1 muscarinic receptor antagonists, primary screen, CHO-K1 cells, Fluo-8 calcium fluorescence, 1536-well; Muscarinic acetylcholine receptor M1 (Homo sapiens), P11229; inhibition, % at 3 µM; 360,000 tested, 1.3% active; CHO-K1 hM1, ACh EC80 antagonist;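 active = percent inhibition above its own plate's cutoff, namely the mean of that plate's compound wells plus 3 SD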;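 note: peak over basal fluorescence ratio during 140 s after agonist addition; 0% = ACh EC80 plus DMSO and 100% = DMSO alone without agonist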
CHRM5 agonist = human M5 muscarinic receptor agonists, primary screen, CHO-K1 cells, Fluo-8 calcium fluorescence. Muscarinic acetylcholine receptor M5 (Homo sapiens), P08912. CHO-K1 hM5 cells; 0% DMSO wells, 100% maximal acetylcholine response. activation, % at 3 µM. 360,000 tested, 0.19% active. AID 624037, 2012;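 active = activation above the run's mean over test compounds plus 3 SD, cut at about 23% in these data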;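 note: signal is peak over basal fluorescence ratio across the kinetic read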
Target sequence (P08912 whole entry, looked up): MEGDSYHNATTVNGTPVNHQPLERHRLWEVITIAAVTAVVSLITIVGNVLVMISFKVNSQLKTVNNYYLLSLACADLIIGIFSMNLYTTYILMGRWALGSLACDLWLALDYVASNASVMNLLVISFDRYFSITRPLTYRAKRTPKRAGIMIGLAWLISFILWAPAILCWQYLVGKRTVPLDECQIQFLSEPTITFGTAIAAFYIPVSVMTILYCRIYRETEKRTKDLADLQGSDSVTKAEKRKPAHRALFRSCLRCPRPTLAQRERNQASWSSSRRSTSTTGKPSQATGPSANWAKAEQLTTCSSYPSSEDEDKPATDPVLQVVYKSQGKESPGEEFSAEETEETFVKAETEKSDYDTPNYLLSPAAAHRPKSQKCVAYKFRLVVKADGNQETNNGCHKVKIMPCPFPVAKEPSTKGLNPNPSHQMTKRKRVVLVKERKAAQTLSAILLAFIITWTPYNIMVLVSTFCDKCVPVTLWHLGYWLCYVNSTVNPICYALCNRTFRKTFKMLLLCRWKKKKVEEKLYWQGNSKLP
M4 ag = human M4 muscarinic receptor agonists, primary screen, CHO-K1 cells, Fluo-8 calcium fluorescence. activation, % at 3 µM. 360,000 tested, 0.14% active. CHO-K1 hM4/Gqi5; vehicle 0%, full acetylcholine response 100%. Muscarinic acetylcholine receptor M4 (Homo sapiens), P08173;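 active = activation above the run mean over all test wells plus 3 SD, cut at about 32% in these data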;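 note: peak over basal fluorescence ratio per well then scaled between controls; 0% = DMSO wells and 100% = acetylcholine at EC100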
M4 antag = human M4 muscarinic receptor antagonists, primary screen, CHO cells, Fluo-8 calcium fluorescence | Muscarinic acetylcholine receptor M4 (Homo sapiens), P08173 | CHO-hM4 cells, ACh EC80 | inhibition, % at 3 µM | 360,000 tested, 0.73% active | AID 624125, 2012;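 active = inhibition above its plate's cutoff, the mean inhibition of sample wells plus 3 SD, cut at about 27% in these data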;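 note: 0% = acetylcholine EC80 with DMSO and 100% = DMSO without agonist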
TAAR1 ag = human TAAR1 agonists, primary screen, Fluo-8 calcium fluorescence, CHO RD-HGA16 cells | Trace amine-associated receptor 1 (Homo sapiens), Q96RJ0 | vehicle wells 0%, saturating PEA agonist 100% | activation, % at 3 µM | 360,000 tested, 0.99% active | AID 624467, 2012;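 active = activation above the mean activation of all test compounds in the run plus 3 SD, cut at about 38% in these data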
Target sequence (Q96RJ0 whole entry, looked up): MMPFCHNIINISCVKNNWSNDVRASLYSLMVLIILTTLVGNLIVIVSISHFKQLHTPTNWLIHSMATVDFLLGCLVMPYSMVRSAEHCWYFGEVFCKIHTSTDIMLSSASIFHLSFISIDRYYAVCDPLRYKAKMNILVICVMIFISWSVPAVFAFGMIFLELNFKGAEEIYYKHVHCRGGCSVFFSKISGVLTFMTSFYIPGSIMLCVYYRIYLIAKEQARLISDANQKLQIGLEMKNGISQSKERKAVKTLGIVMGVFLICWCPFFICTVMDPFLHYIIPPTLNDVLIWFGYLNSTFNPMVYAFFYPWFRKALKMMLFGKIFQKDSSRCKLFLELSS
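Benchmarks: low control DMSO, high control PEA (EC100); System: CHO RD-HGA16 cells carrying human TAAR1 plus Gα16; Detection: Fluo-8 fluorescence, 5 s baseline then 140 s kinetic read; Schedule: 17-24 h plating, Fluo-8 75 min 37 °C, 30 min RT; Read-out basis: % activation from peak over basal fluorescence ratio, DMSO-to-PEA scaled.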
CHRM5 PAM = human M5 muscarinic receptor positive allosteric modulators, primary screen, CHO-K1 cells, Fluo-8 calcium fluorescence; CHO-K1 hM5, ACh EC20 PAM; 0% = ACh EC20, 100% = ACh EC100; 360,000 tested, 0.3% active; AID 624038, 2012; activation, % at 3 µM;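 active = activation above the run cutoff, the mean activation of all test compounds plus 3 SD, cut at about 18% in these data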
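system = human M5 receptor in CHO-K1 cells | reagent = EC20 acetylcholine as agonist stimulus | compound dosing = single-point, 3 µM nominal | incubation = Fluo-8 loading 80 min at 37 °C plus 30 min room temperature | detection = Fluo-8 calcium dye fluorescence, kinetic read | benchmarks = low control EC20 acetylcholine (0%), high control EC100 acetylcholine (100%)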
M1 PAM = human M1 muscarinic receptor positive allosteric modulators, primary screen, CHO-K1 cells, Fluo-8 calcium fluorescence, 1536-well. activation, % at 3 µM. CHO-K1 hM1, ACh EC20; 0% = ACh EC20, 100% = maximal ACh. 360,000 tested, 0.088% active. Muscarinic acetylcholine receptor M1 (Homo sapiens), P11229; in the data active = activation above about 19%, passing the limit was not always enough
CHRM1 agonist = human M1 muscarinic receptor agonists, primary screen, Fluo-8 calcium fluorescence, CHO-K1 cells, HTS. Muscarinic acetylcholine receptor M1 (Homo sapiens), P11229. 360,000 tested, 0.33% active. CHO-K1 hM1, agonist mode; 0% DMSO, 100% acetylcholine EC100. activation, % at 3 µM;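 active = activation above the run's mean compound activation plus 3 SD, cut at about 16% in these data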;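 note: peak over basal fluorescence ratio within a 140 s kinetic read after compound addition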
M5 antag = human M5 muscarinic receptor antagonists, primary screen, CHO cells, Fluo-8 calcium fluorescence; Muscarinic acetylcholine receptor M5 (Homo sapiens), P08912; CHO-hM5 cells, ACh EC80; inhibition, % at 3 µM; 360,000 tested, 0.59% active;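 active = inhibition above a per-plate cutoff, the mean of that plate's test compounds plus 3 SD, cut at about 27% in these data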;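 note: 0% = acetylcholine EC80 with DMSO and 100% = DMSO without agonist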
An asterisk follows results filed as active; nt = no result given. An excerpt, so the mix of outcomes need not match the whole.

The first two records as a preview:
CHRM1 antagonist	CHRM5 agonist	M4 ag	M4 antag	TAAR1 ag	mol	CHRM5 PAM	M1 PAM	CHRM1 agonist	M5 antag
1	-3	4	5	17	C=CCn1c(COc2ccc(Cl)cc2)nnc1SCc1ccc(C#N)cc1	-11	0	-4	0
3	-2	2	2	0	O=C(Nc1cccc(Cl)c1Cl)C1CCN(C(=O)c2cccs2)CC1	-5	0	1	9

Results, from the first entry:
CHRM1 antagonist	CHRM5 agonist	M4 ag	M4 antag	TAAR1 ag	mol	CHRM5 PAM	M1 PAM	CHRM1 agonist	M5 antag
1	-3	4	5	17	C=CCn1c(COc2ccc(Cl)cc2)nnc1SCc1ccc(C#N)cc1	-11	0	-4	0
3	-2	2	2	0	O=C(Nc1cccc(Cl)c1Cl)C1CCN(C(=O)c2cccs2)CC1	-5	0	1	9
nt	-4	-1	-4	3	COc1ccc(C(C(=O)NC(C)(C)C)n2c(-c3ccc(-c4ccccc4)cc3)nc3ccccc32)cc1 (stereo unspecified)	-2	nt	nt	-2
-11	-7	2	-3	1	Cc1ccc(C)c(S(=O)(=O)N2CCN(C(=O)c3ccccn3)CC2)c1	5	5	-3	3
-4	-1	1	-1	0	COc1cccc(CCc2nnc(CCC(=O)NCCC3CCCCO3)o2)c1 (stereo unspecified)	3	6	-3	2
-18	0	0	-9	3	O=C(CCNC(=O)c1ccc(Br)cc1)NC1CCCCCC1	-3	16	2	2
-5	-4	4	-11	6	C=CCn1c(CNc2ccccc2)nnc1SCC(=O)N/N=C/c1ccccc1O	-5	2	-1	2
-8	-1	1	6	1	Cc1ccc(C(=O)NCC2CCCO2)cc1S(=O)(=O)N1CCCCC1 (stereo unspecified)	0	4	-3	5
-27	-3	0	0	2	Cc1ccc(OCC(=O)Nc2oc(-c3ccccc3)c(-c3ccccc3)c2C#N)cc1	1	1	-3	6
-5	0	1	-13	6	Brc1ccc2c(c1)C(c1ccc(N3CCOCC3)cc1)=NNC(c1cccs1)=N2	1	4	-4	-1
72*	-3	1	22	nt	OCCN(Cc1ccccn1)Cc1ccccn1	2	-32	-12	-3
1	1	0	10	-1	Cc1ccccc1C(=O)Nc1sc2c(c1C(=O)O)CCC2	0	4	-4	1
-5	-2	2	-2	2	C/C(=N\Nc1ccc(F)cc1)c1ccncc1	2	10	-11	3
-7	-1	0	-2	4	OC1(c2cn(Cc3ccccc3)nn2)CCCCC1	0	1	2	1
5	-4	0	-16	4	O=C(CSc1nc2ccsc2c(=O)n1CC1CCC(C(=O)O)CC1)c1ccc(F)cc1 (stereo unspecified)	-3	-2	-2	3
-11	-2	1	7	2	CCN(CCCNc1cc2c(c(N)c1S(=O)(=O)O)C(=O)c1ccccc1C2=O)c1ccccc1	-8	-4	-9	6
-9	-5	2	-3	5	O=C(OCC(=O)N1CCCCCC1)c1cccc(Cl)c1Cl	4	4	-5	19
14	-1	2	-4	1	O=C(C1=C(O)C(=O)N(CCN2CCOCC2)C1c1cccc([N+](=O)[O-])c1)c1cccs1 (stereo unspecified)	-1	0	-1	4
1	8	1	-1	0	O=C(COC(=O)COc1ccc(Cl)cc1)NC1CCCC1	2	2	-1	-3
0	-1	2	-1	4	Cc1cc(C)c(NC(=O)CSc2nncn2-c2cccnc2)c(C)c1	4	7	-6	-3
6	-4	2	1	7	COc1ccccc1/C=C/C(=O)NCC(=O)N/N=C/c1ccc2c(c1)OCO2	1	-4	-8	0
6	-3	2	-23	3	Cc1cccc(C)c1NC(=O)CNC(=O)Cc1ccc(Br)cc1	-1	-2	-2	4
-2	5	7	-4	8	CNS(=O)(=O)c1ccc(Oc2ccc(S(=O)(=O)NC)cc2)cc1	-9	-7	2	5
-16	3	4	-14	3	CN1CC[C@]2(CCN3CCc4c(oc5ccccc45)[C@@H]3C2)N(C)C1=O	-1	1	1	-4
-35	-2	0	-8	5	O=[N+]([O-])c1ccc(Cl)c(/C=N/N2CCN(Cc3ccccc3Cl)CC2)c1	-3	3	-3	3
-12	-1	0	8	-1	COc1ccccc1CNC(=O)Cn1c(=O)oc2cc(Cl)ccc21	3	6	0	-4
nt	3	5	-6	2	COC(=O)[C@@]1(C(C)C)N=C(c2cc(OC)c(OC)c(OC)c2)[C@]2(O1)C(=O)Nc1ccc(F)cc12	-2	nt	nt	2
-2	-1	5	-33	1	Cc1ccc(S(=O)(=O)N2C[C@]3(O)C[C@@H]4C(=O)N(c5ccccc5)C(=O)[C@@H]4C[C@]3(OC(=O)Nc3cccs3)C2)cc1	0	1	-2	-15
11	-3	1	3	1	CCN1CCN(c2nc(C)c3c(n2)CC(C)CC3=O)CC1 (stereo unspecified)	0	-2	-8	12
16	5	30	-4	20	O=C1CC(c2ccc(OCCCCCOc3ccc(C4CC(=O)NC4=O)cc3)cc2)C(=O)N1 (stereo unspecified)	-20	-20	2	5
-2	2	1	11	14	CCc1noc(C)c1C(=O)N1CCOCC1	-2	-1	-2	-1
-5	0	4	10	3	O=C(CNS(=O)(=O)c1ccc(Br)s1)N1CCN(c2ccc(F)cc2)CC1	-6	4	-2	12
-1	2	3	-2	0	O=C(c1ccc(Cl)c([N+](=O)[O-])c1)N(Cc1ccc(Cl)cc1)C1CCS(=O)(=O)C1 (stereo unspecified)	1	3	-7	-5
-17	-7	-2	-2	7	COC(=O)CSc1nc(N2CCCCC2)c2c(c1C#N)CCCC2	4	-1	-7	2
-13	-6	1	-12	4	N#CC1(N2CCN(C(=O)c3ccccc3)CC2)CCCCC1	0	3	-7	8
-2	-6	0	-4	7	CCc1nc(Cl)c(C#N)c2c1CCCC2	2	9	-10	13
-9	4	3	-8	4	CN(C)c1ccc(/C=C/C=N/Nc2nc(N3CCOCC3)nc(N3CCOCC3)n2)cc1	1	7	-1	1
-3	-1	1	4	1	CCc1cc(-c2n[nH]c(=S)n2CC)cs1	3	9	-8	-2
3	3	1	-6	6	CC(=O)Nc1ccc(C=CC(=O)c2ccc([N+](=O)[O-])cc2)cc1	-4	-1	-2	6
1	-4	1	4	1	Cc1ccc2[nH]c(=O)c(Cc3ccccc3)c(O)c2c1	-7	2	-6	-1
-8	-9	-1	-7	0	Cc1cc(Nc2ccccc2)n(-c2ccccc2)n1	8	1	-7	0
-18	0	0	-11	0	C/C(=N\Nc1ccc(C#N)cc1[N+](=O)[O-])c1ccc(C)o1	-6	8	-4	0
-17	-2	5	-1	1	COc1ccc(-c2csc(N(C)C(=O)c3ccco3)n2)cc1	-7	6	-1	0
7	1	0	-9	4	O=C(Nc1ccc(S(=O)(=O)Nc2ncccn2)cc1)c1cncc(Br)c1	1	0	-2	3
-19	1	1	-7	1	CCN(C(=O)COC(=O)c1cc2c(s1)CCC(C)C2)c1c(N)n(Cc2ccccc2)c(=O)[nH]c1=O (stereo unspecified)	-4	10	-4	6
-12	9	0	-5	-2	NC(=O)c1c(NC(=O)COC(=O)c2ccc(O)c(Cl)c2)sc2c1CCCC2	13	6	-1	4
1	-3	0	4	3	COc1cc(C)c(C)cc1S(=O)(=O)n1c(C)nc2ccccc21	-8	7	-3	10
-1	-3	1	3	8	C/C(=N\NC(=O)Cc1cccn1C)c1ccco1	3	1	-4	5
-9	1	1	-4	1	Cc1ccnn1CCSCC(=O)O	7	7	-4	-2
0	-1	1	6	5	CCOC(=O)c1cccc(C2=CC(=O)C[C@H](c3ccc(Cl)cc3)C2)c1	1	4	-2	0
-10	-5	0	1	4	COc1ccc(C2CC(=O)N(C)c3ccccc3S2)cc1 (stereo unspecified)	-2	8	-9	8
-3	1	-1	9	64*	O=c1[nH]ncc(N/N=C/c2ccccc2)c1Cl	7	13	5	2
5	-6	2	-1	6	O=C1CC(c2ccc3c(c2)OCO3)c2cc3c(cc2N1)OCO3 (stereo unspecified)	-2	0	-4	0
-2	7	3	2	4	N#Cc1ccsc1NC(=O)C1CCN(C(=O)c2ccc(F)cc2)CC1	1	0	-1	-2
3	0	0	10	4	Cc1c(C#N)c(O)[nH]c(=O)c1N=Nc1ccc(Cl)c(C(=O)O)c1	-2	-2	-1	11
-3	-1	0	3	-1	C/C(=N\NC(=O)CCc1ccccc1)c1ccc(Br)cc1	-2	5	-8	3
37*	1	16	5	5	O=C(Nc1ccc(Cl)c(Cl)c1)c1ccc(Cl)c(Cl)c1	-18	-24	-4	25
1	-3	3	-8	1	COc1ccc(/C=N/NC(=O)c2cccc(OC(F)(F)C(F)F)c2)cc1O	-4	-10	-4	0
nt	-1	1	-2	1	O=C1NC[C@H](Cc2ccccc2)N(C[C@@H]2CCCN2C[C@H](Cc2ccc(O)cc2)N2C[C@H](Cc3ccccc3)N(CC3CCCCCC3)C(=O)C2=O)C1=O	2	nt	nt	7
